PV pol inh = poliovirus RdRp elongation inhibitors, primary screen, biochemical, fluorescence polarization, total intensity. Genome polyprotein (Poliovirus type 1 (strain Mahoney)), P03300. poliovirus polymerase elongation; stronger effect = lower value. % elongation, % (compound at 16.7 µg/mL). hit rate 0.66% among 150,000. AID 588519, 2011; in the data active = % elongation below about 90%; note: some results filed as inactive read as strong as hits
Target sequence (P03300 1749-2209 limits assumed): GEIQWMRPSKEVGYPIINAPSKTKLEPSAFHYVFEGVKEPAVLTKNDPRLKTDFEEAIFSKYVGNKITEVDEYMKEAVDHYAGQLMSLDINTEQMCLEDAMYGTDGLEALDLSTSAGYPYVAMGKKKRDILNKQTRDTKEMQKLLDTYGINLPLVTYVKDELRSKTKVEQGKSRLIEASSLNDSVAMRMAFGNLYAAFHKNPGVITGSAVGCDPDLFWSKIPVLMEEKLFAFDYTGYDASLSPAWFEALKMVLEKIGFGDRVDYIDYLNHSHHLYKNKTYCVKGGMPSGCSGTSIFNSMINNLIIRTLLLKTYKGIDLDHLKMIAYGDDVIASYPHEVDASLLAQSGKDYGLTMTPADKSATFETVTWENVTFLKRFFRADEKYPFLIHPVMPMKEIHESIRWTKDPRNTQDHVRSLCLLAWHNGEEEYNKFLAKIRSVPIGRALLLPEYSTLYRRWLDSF
PV pol inh FP z-score = second read-out of PV pol inh, no call of its own (marks repeat the call); z-score; measured here: FP z-score; hits read low
The depositor's hits bear a star.

SMILES	PV pol inh	PV pol inh FP z-score
O=C1CC(c2csc(-c3ccccc3)n2)C2(CCCCC2)O1 (configuration not stated)	100	-0.4
O=C(Cn1c(=O)n(Cc2ccco2)c(=O)c2cccnc21)Nc1ccccc1F	102	-0.6
CCOC(=O)c1ccc(NC(=O)C(CC)Sc2nc3ccccc3o2)cc1 (configuration not stated)	101	0.2
COC(=O)c1ccccc1NC(=O)C1=CC(c2ccc3c(c2)OCO3)=NS(=O)(=O)N1C	142	2.4
CCOC(=O)c1ccccc1NC(=O)c1nn(C)c2c1COc1ccccc1-2	114	0.4
Cc1ccc(-n2c(-c3ccco3)nc3nc4ccccc4nc32)cc1	99	-0.3
O=S1(=O)c2ccccc2N(Cc2ccccc2F)c2ccccc21	102	-0.9
CN1/C(=C\C=N\NC(=O)Cc2cn3ccsc3n2)C(C)(C)c2ccccc21	119	2.1
CCCC(CCC)C(=O)NC1CCN(Cc2ccccc2)CC1	105	0.2
Cc1cccc(/C=N/N(C)C)c1	103	0.2
CC1(C)C(C(=O)Nc2cc(Cl)ccn2)C1(C)C	100	-0.2
NC(=O)COC(=O)Cc1ccc(Cl)cc1	101	-0.2
COc1ccc(-c2nc3cc(NC(=O)COc4ccc(C)c(C)c4)ccc3o2)cc1	111	0.3
COc1cc(Cl)c(NC(=O)c2cc3ccccn3n2)c(OC)c1	105	-0.3
CC(C)c1ccc(C2C3=C(CCCC3=O)NC3=C2C(=O)c2ccccc23)cc1 (configuration not stated)	97	-0.9
Cc1cc(C)c(Cn2c(=O)n(Cc3ccccc3)c(=O)c3c(C)c(C)sc32)c(C)c1	110	0.9
COc1ccc(OCc2nnc(N)s2)cc1	100	-0.4
CSC1=NCCN1C(=O)c1cc2ccccc2o1	100	-0.3
O=C(CSc1oc(-c2ccc(F)cc2)nc1S(=O)(=O)c1ccccc1)c1ccc(Cl)cc1	106	0.3
CC(NC(=O)C1CCN(S(=O)(=O)Cc2ccccc2)CC1)c1ccccc1 (configuration not stated)	108	0.2
CN(C)S(=O)(=O)c1ccc2c(c1)c(=O)c(C(=O)N1CCN(c3cccc(Cl)c3)CC1)cn2C	106	0.3
COc1ccc(-c2cn(-c3ccc(Br)cc3)c(=O)[nH]2)cc1	102	0.5
CCc1[o+]c(-c2ccc(OC)cc2)cc2cc(OC)c(OC)cc12	102	-0.2
CCn1c(=O)c2sccc2n2c(CCCC(=O)Nc3ccc(C)cc3)nnc12	120	0.5
CCOc1ccc(C(=O)c2cn(CC(=O)Nc3ccc(Cl)cc3)c3cc4c(cc3c2=O)OCO4)cc1	107	-0.1
COc1ccc(C#N)cc1Br	107	0.5
Cc1ccc(C(=O)N2CCc3cc(CNC(=O)CCc4ccccc4)ccc32)cc1	101	-1.5
Cc1onc(-c2ccccc2)c1C(=O)NCc1ccccc1	108	0.7
O=C(NCc1cccc(Cl)c1)c1cc2c(s1)-c1ccccc1OC2	110	1.5
COc1ccc(CN2CCN(C(=O)COc3ccccc3)CC2)c(OC)c1	101	-1.2
O=C(Cn1ncc2c3ccccc3n(Cc3ccccc3)c2c1=O)NCCCN1CCCCC1	109	0
CCOC(=O)/C(C#N)=C/c1ccc(-c2ccccc2)o1	106	0.4
CCC(Sc1nc2c(sc3ccccc32)c(=O)n1CCCOC)C(=O)N1CCOCC1 (configuration not stated)	99	-0.6
O=C(/C=C/c1ccc(Br)o1)OCC(=O)c1c[nH]c2ccccc12	106	0.6
O=C(O)/C(=N\NC(=O)c1ccccc1)c1ccccc1	101	0
COc1cc2c(cc1NC(=O)C(C)Sc1nc3ccccc3n1C)oc1ccccc12 (configuration not stated)	106	0.3
CS(=O)(=O)N(CC(=O)Nc1ccc(Br)cc1)c1ccccc1Br	103	-0.4
Cc1ccc(Cc2c(C)nc3c(C(=O)NC4CCCC4)cnn3c2C)cc1	102	0.1
CNC(=O)c1ccc(Oc2ccc(C(=O)NC)cc2)cc1	101	0
Cc1ccc(CNC(=O)CCS(=O)(=O)c2ccc(Br)s2)cc1	102	0.7
CCN(CC)c1ccc2cc(-c3nc(-c4ccccc4F)no3)c(=O)oc2c1	158	4.6
COc1cc(NC(=O)CSc2nc(-c3ccccc3)no2)cc(OC)c1	103	-0.8
Cc1ccc(-n2nc(C(=O)N3CCN(c4ccccc4F)CC3)c(=O)n(C)c2=O)cc1	101	-1.3
C=C(C)CC(Nc1ccc(C)cc1)c1ccco1 (configuration not stated)	100	-0.4
C1=C(c2ccccc2)Nc2ncnn2C1c1cccs1 (configuration not stated)	68	-8.5
CN1CCN(C(=S)NCC2CCCO2)CC1 (configuration not stated)	101	-0.2
Cc1cc(O)c(C(c2ccccc2)N2CCN(c3ccccc3)CC2)c(=O)n1Cc1ccco1 (configuration not stated)	105	-0.8
COc1ccc(-c2cc(C(=O)Nc3c(C(=O)c4ccc(C)cc4)oc4ccccc34)no2)cc1	107	0
Oc1ccccc1/C=N/[n+]1ccccc1	106	0.9
CCN(C(=O)Nc1cn(CC(C)C)c(=O)c2ccccc12)c1cc(C)ccc1C	99	-0.4
Cn1c(SCc2ccccc2)nnc1C1CCCN1S(=O)(=O)c1ccc2c(c1)OCCO2 (configuration not stated)	101	-0.2
Nc1c2c3c(sc2nc(=O)n1Cc1ccco1)CCC3	100	0
CC(=O)Nc1ccc(C)cc1-c1nc2ccccc2n(Cc2cccc(Br)c2)c1=O	113	1.1
CCC1CCCCN1C(=O)CSc1ccc(C)cc1 (configuration not stated)	101	-0.2
Cc1noc(/C=C/N(C)C)c1S(=O)(=O)N(C)Cc1ccccc1	103	0.5
Cc1noc(C)c1COC(=O)c1cc(Cl)cc(Cl)c1	103	0.1
COc1ccccc1C(=O)O	105	0.4
CN1/C(=C/C#N)Sc2ccccc21	111	1.7
CC(=O)Nc1nc2nc(C(F)(F)F)cc(=O)n2[nH]1	105	0.2
Cc1c(NC(=O)Nc2ccccc2)sc2nc(-c3ccc(Cl)cc3)nn12	102	-0.4
Other structures
SMILES	PV pol inh	PV pol inh FP z-score
Cc1ccc2c(COC(=O)c3ccc(N(C)C)cc3)cc(=O)oc2c1	103	0.1
CCc1ccc(NC(=O)N2c3ccccc3Sc3ccccc32)cc1	107	0.6
CC1CC2c3cccc(C(=O)O)c3C(=O)N2c2ccc(Cl)cc21 (configuration not stated)	100	-0.3
COc1cccc(CN2C(=O)c3ccccc3Sc3ccc(C(=O)NCCc4ccc(Cl)cc4)cc32)c1	113	1.1
COc1ccc(C(=O)NCCn2cc(SCC(=O)Nc3ccccc3)c3ccccc32)cc1	102	0.1
COCCCn1c(SCC(=O)N2CC(=O)Nc3ccccc32)nnc1-c1ccoc1C	101	0.1
COc1ccc2[nH]cc(-c3csc(N)n3)c2c1	99	-0.6
CC(C)Oc1ccc(CNS(=O)(=O)c2csc(C(N)=O)c2)cc1	106	-0.1
CS(=O)(=O)N(CC(=O)Nc1ccccc1)Cc1ccc(Cl)cc1	101	0.1
N#Cc1c(N)n(-c2cccc(Cl)c2)c2nc3ccccc3nc12	108	0.7
Cc1[nH]n(-c2ccccc2)c(=O)c1C=Nc1ccc(S(=O)(=O)N=C(N)N)cc1	103	0.4
Cn1c(O)c(/C=N/c2sc3c(c2C#N)CCC3)c(=O)n(C)c1=O	102	0
Cc1cccc(C(=O)N2CCc3cc(CNC(=O)c4cc5ccccc5[nH]4)ccc32)c1	99	-1.8
CC(C(=O)O)N1CCCC1 (configuration not stated)	103	0.7
CCc1cc(C(O)(C(F)(F)F)C(F)(F)F)c(O)c(C(O)(C(F)(F)F)C(F)(F)F)c1	99	-0.5
C=C(C)C(=O)Nc1ccc(Oc2ccccc2F)nc1	107	0.3
COc1cc(SC#N)ccc1O	113	1
N#CC1(N)CCCC1	102	0.1
CCOc1ccc(CC(=O)Nc2ccccc2)cc1OCC	104	0.1
S=c1nc(-c2ccco2)n(Cc2ccccc2)c(=S)n1C(=NCc1ccccc1)c1ccco1	99	-0.6

Part of the list above in order of number of heavy atoms, ascending.
SMILES	PV pol inh	PV pol inh FP z-score
C=C(C)C(=O)Nc1ccc(Oc2ccccc2F)nc1	107	0.3
CC(C)Oc1ccc(CNS(=O)(=O)c2csc(C(N)=O)c2)cc1	106	-0.1
CCc1cc(C(O)(C(F)(F)F)C(F)(F)F)c(O)c(C(O)(C(F)(F)F)C(F)(F)F)c1	99	-0.5
COCCCn1c(SCC(=O)N2CC(=O)Nc3ccccc32)nnc1-c1ccoc1C	101	0.1
S=c1nc(-c2ccco2)n(Cc2ccccc2)c(=S)n1C(=NCc1ccccc1)c1ccco1	99	-0.6

Remaining list, next part.
SMILES	PV pol inh	PV pol inh FP z-score
CCC(=O)Nc1ccc(-c2nc3ncccc3o2)cc1C	102	-0.4
FC(F)(F)c1ccnc(Sc2n[nH]c(C(F)(F)F)n2)c1	103	0.4
CCc1cnc2c(c1SCC(=O)Nc1ccc(OC)c(OC)c1)c(=O)n(C)c(=O)n2C	113	1.5
O=C(Cn1nc(C(F)(F)F)c2c1CCCC2)Nc1ccc(F)c(Cl)c1	104	0
COc1cc(C(=O)Nc2c(C(=O)c3ccccc3)oc3ccccc23)cc(OC)c1OC	100	-0.1
CCc1nnc(NC(=O)CSc2nccn2Cc2ccc(C)cc2)s1	105	-0.6
Cc1cc(C)c(NC(=O)Cn2c(=O)n(CCC(C)C)c(=O)c3cccnc32)c(C)c1	101	-0.9
Cc1ccccc1Nc1nc(N)nc(CSc2ccc(S(=O)(=O)N(C)C)cn2)n1	102	0
O=C(O)CCSc1ccc(Cl)cc1	102	0.2
S=C(NCC1CC1)Nc1ccc2[nH]ccc2c1	99	-0.8
Cc1c(C(=O)NCc2ccccc2)sc2nc3n(c(=O)c12)CCCCC3	101	-1
COc1ccc(C(=O)CSc2nnc(C3CCCCC3)n2N)c(OC)c1	102	-0.1
COc1ccc(N2CCN(C(=O)COC(=O)Cc3ccccc3)CC2)cc1	105	0.2
CCCCNS(=O)(=O)c1ccc(/C(C)=N/NC(=O)c2ccc(N)cc2)cc1	104	0.2
O=C(NCCc1ccccc1)NC1CCCCC1	101	0.3
O=C(O)CC1(CC(=O)N2CCN(C(=O)CC3(CC(=O)O)CCCCC3)CC2)CCCCC1	103	0.2
COc1ccc(C(=O)NC(=O)CSc2nc3ccccc3n2CCC#N)cc1	105	0.2
O=C(O)c1sccc1S(=O)(=O)Nc1ccccc1N1CCOCC1	101	-0.3
CC1Oc2ccccc2OC1C(=O)N1CCOCC1 (configuration not stated)	104	0.1
O=c1c(Br)c(NCc2ccco2)cnn1-c1ccccc1	99	-0.9

Part of the list above, in markdown.
| canonical_smiles | PV pol inh | PV pol inh FP z-score |
| --- | --- | --- |
| CCC(=O)Nc1ccc(-c2nc3ncccc3o2)cc1C | 102 | -0.4 |
| FC(F)(F)c1ccnc(Sc2n[nH]c(C(F)(F)F)n2)c1 | 103 | 0.4 |
| CCc1cnc2c(c1SCC(=O)Nc1ccc(OC)c(OC)c1)c(=O)n(C)c(=O)n2C | 113 | 1.5 |
| O=C(Cn1nc(C(F)(F)F)c2c1CCCC2)Nc1ccc(F)c(Cl)c1 | 104 | 0 |

Remaining list, next part:
SMILES	PV pol inh	PV pol inh FP z-score
O=C(NC1CC1)C1=CCN(S(=O)(=O)c2ccc(Br)cc2)CC1	102	0.2
COc1ccc(-c2nc3cc(N=Cc4ccccc4O)ccc3o2)cc1	100	-0.6
C/C(=N/O)c1c(C)[nH]c2ccccc12	102	0
Cc1cc(C(N)=O)c(C)n1CCCn1ccnc1	108	0.8

For reference, some entries already given:
SMILES	PV pol inh	PV pol inh FP z-score
C/C(=N/O)c1c(C)[nH]c2ccccc12	102	0
Cc1cc(C(N)=O)c(C)n1CCCn1ccnc1	108	0.8

From PubChem BioAssay

These rows are one share of the data; rates above refer to the full screens.
